TbMetRS inhib = T. brucei MetRS inhibitors, primary screen, biochemical, luminescence | methionyl-tRNA synthetase (Trypanosoma brucei brucei) | purified T. brucei MetRS, ATP depletion, Kinase-Glo luminescence | inhibition, % at 11.9 µM | 0.4% of 360,000 active;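 active = inhibition above a per-plate cutoff of the control wells' mean inhibition plus 3 SD, cut at about 5.5% in these data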;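 note: 0% = DMSO wells median and 100% = median of wells with control inhibitor compound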
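Dosing: 11.9 µM compound single dose, 0.9% DMSO; Assay system: purified T. brucei MetRS enzyme; Measured by: Kinase-Glo luciferase luminescence reporting remaining unconsumed ATP; Schedule: 15 min plus 2 h at 25 °C.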
DNMT1 block = human DNMT1 methyltransferase inhibitors, primary screen, biochemical, molecular beacon, fluorescence, HinP1I cleavage, uHTS | DNA (cytosine-5)-methyltransferase 1 (Homo sapiens), P26358 | inhibition (reported as % activation of signal), % at 10 µM | 0.83% of 360,000 active | AID 588458, 2011; in the data active = inhibition above about 50%
Scp1 inh = Scp-1 phosphatase inhibitors, primary screen, biochemical, colorimetric, uHTS. 0.88% of 340,000 active. Recombinant Scp1, phosphopeptide, malachite green phosphate absorbance. inhibition, % at 20 µM. Carboxy-terminal domain RNA polymerase II polypeptide A small phosphatase 1 (Homo …. AID 493091, 2011;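 active = inhibition above about 50% at 20 µM, limit read from the data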;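 note: plate controls were DMSO wells with enzyme for no effect and wells lacking enzyme for full effect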
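Test system: SCP-1 phosphatase catalytic domain, residues 76-261; measured by: colorimetric phosphate reagent with accelerator and stabiliser, absorbance at 630 nm; timing: enzyme reaction 45 min at room temperature, colour 5 min, stabilisation 30 min; also added: Phosphorylated 17-residue peptide substrate; compound dosing: one concentration, 20 µM, with 1.0% DMSO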
NRP1-CendR mod = modulators of CendR peptide binding to NRP-1, primary screen, biochemical, fluorescence polarization, uHTS | Neuropilin-1 (Homo sapiens), O14786 | FAM-RPARPAR peptide binding to NRP-1 | inhibition, % at 25 µM | 0.85% of 360,000 active | AID 602438, 2012;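 active = inhibition or corrected inhibition above about 18%, plus a signal ratio from 0.5 to 1.5, limit read from the data, passing the limit was not always enough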; note: strong numbers were not always called active
NadD inh = inhibitors of S. aureus NadD, primary screen, biochemical, colorimetric, uHTS; purified NadD enzyme, colorimetric absorbance read-out; inhibition, % at 20 µM; 0.78% of 360,000 active; in the data active = inhibition above about 26%; note: some compounds past the cut are filed as inactive
SUMO1 PPI mod = modulators of SUMO1 protein-protein interactions, primary screen, biochemical, uHTS. 0.33% of 360,000 active. AID 602429, 2012. Small ubiquitin-related modifier 1 (Homo sapiens), P63165. SUMO1 binding to a labelled peptide, TR-FRET, 1 h. inhibition, % at 20 µM; in the data active = inhibition above about 37%
Target sequence (P63165 whole entry, looked up): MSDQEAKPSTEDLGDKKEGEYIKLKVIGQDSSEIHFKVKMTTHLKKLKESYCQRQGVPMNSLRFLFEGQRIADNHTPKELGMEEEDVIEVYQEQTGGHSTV
SKN-1 inh = suppressors of acrylamide-induced Pgst-4::GFP reporter in worms, primary screen, SKN-1 inhibitor project, whole organism, uHTS, GFP/RFP fluorescence ratio, strain VP596 | AID 624304, 2012 | inhibition, % at 21.8 µM | 0.49% of 360,000 active | C. elegans VP596 Pgst-4::GFP/RFP ratio, 24 h;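 active = interference check ratio from 0.5 to 1.5 plus GFP to RFP signal ratio inhibition reaching or exceeding a fixed threshold, cut at about 30% in these data, passing the limit was not always enough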; note: some compounds called inactive have numbers as strong as hits
Neddyl block = inhibitors of cullin neddylation, primary screen, biochemical, TR-FRET, uHTS, NAE and Ubc12. calls only at 25 µM. 0.58% of 360,000 active. AID 651699, 2012. NEDD8-conjugating enzyme Ubc12 (Homo sapiens) + NEDD8-activating enzyme E1 regulatory …; in the data active = inhibition above about 36%
Target sequence (P61081 whole entry, looked up): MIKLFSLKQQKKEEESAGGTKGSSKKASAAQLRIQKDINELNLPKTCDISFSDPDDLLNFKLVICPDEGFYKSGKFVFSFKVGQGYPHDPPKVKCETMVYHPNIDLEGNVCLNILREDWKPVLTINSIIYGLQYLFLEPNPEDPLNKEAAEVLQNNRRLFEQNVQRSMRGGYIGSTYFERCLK
Target sequence (Q13564 whole entry, looked up): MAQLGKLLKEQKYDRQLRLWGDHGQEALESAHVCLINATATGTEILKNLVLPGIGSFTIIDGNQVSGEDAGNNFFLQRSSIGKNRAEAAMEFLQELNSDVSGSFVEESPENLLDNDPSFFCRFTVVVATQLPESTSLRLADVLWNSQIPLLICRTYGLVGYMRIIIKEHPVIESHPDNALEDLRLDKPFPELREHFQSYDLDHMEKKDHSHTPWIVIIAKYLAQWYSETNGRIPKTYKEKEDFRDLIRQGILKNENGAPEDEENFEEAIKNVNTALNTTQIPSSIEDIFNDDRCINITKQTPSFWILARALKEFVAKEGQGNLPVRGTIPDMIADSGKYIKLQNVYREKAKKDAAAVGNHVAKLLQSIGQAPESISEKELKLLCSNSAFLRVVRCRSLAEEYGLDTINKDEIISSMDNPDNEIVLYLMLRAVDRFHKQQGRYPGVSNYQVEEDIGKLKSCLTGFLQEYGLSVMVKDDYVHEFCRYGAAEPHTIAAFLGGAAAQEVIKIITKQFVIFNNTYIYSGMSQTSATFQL
LMPTP inh = LMPTP phosphatase inhibitors, primary screen, biochemical, fluorescence intensity, uHTS | Low molecular weight phosphotyrosine protein phosphatase (Homo sapiens), P24666 | recombinant LMPTP-A, OMFP fluorogenic substrate | inhibition, % at 20 µM | 0.22% of 360,000 active | AID 651560, 2012;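 active = compounds that cut the enzyme signal by at least half of the control window in the single-dose screen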;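 note: plate controls were DMSO wells with enzyme plus substrate for no effect and substrate without enzyme for full effect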
Target sequence (P24666 whole entry, looked up): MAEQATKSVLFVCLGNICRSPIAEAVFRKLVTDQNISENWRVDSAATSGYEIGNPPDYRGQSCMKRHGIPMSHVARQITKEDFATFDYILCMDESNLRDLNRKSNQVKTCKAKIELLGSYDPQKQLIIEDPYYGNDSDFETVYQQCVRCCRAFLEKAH
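material = LMPTP-A | quantity = 0.625 nM enzyme | reagent = OMFP substrate, 400 µM final | buffer or medium = Bis-Tris pH 6.0, DTT, detergent | detection = endpoint fluorescence intensity from OMFP dephosphorylation | dosing = single 20 µM dose | read-out basis = % inhibition relative to no-enzyme and uninhibited control wells | control set = no-enzyme and uninhibited controls | timing = 50 min at room temperature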
STEP block = STEP phosphatase inhibitors, primary screen, biochemical, fluorescence intensity, uHTS. 0.25% of 360,000 active. Tyrosine-protein phosphatase non-receptor type 5 (Homo sapiens), P54829. recombinant STEP, OMFP fluorogenic substrate. AID 588621, 2011. inhibition, % at 20 µM;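 active = inhibition at 20 µM, scaled per plate between control wells, above about 37%, limit read from the data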;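 note: 0% = DMSO with enzyme and substrate and 100% = substrate only without enzyme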
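Material: STEP (striatal-enriched tyrosine phosphatase) enzyme, cell-free | Medium: 50 mM Bis-Tris pH 6.0 with 2.5 mM DTT and 0.005% Tween 20 | Read-out: Percent inhibition scaled to no-enzyme and uninhibited-enzyme controls, plate-pattern corrected | Signal: Fluorescence read at 480 nm ex / 540 nm em | Times: 20 min reaction, room temperature, in the dark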
* marks the source's active call; other numbers are inactive results; i = inactive; / = not tested or not shown; + = active, no number.

no.	LMPTP inh	NadD inh	NRP1-CendR mod	Neddyl block	SKN-1 inh	Scp1 inh	TbMetRS inhib	DNMT1 block	SUMO1 PPI mod	STEP block	SMILES
1	-0.5	0	6	i	3	-3	-0.2	7	-1	-1	CCn1c(SC(C)C(=O)NC2CCCC2)nc2cc(S(N)(=O)=O)ccc21 (stereo unspecified)
2	-3.2	-3	-1	i	4	-13	-0.7	-1	-2	-2	O=C(NCCCN1CCOCC1)c1cn(-c2ccccc2)nc1-c1cccs1
3	0.9	-2	11	i	6	-3	-0.1	0	-5	0	CCC(C)NC(=O)C1(N2C(=O)c3ccccc3C2=O)CCCC1 (stereo unspecified)
4	2.8	13	-15	i	0	-4	0.7	19	-6	6	COc1ccc(OC)c(N2Cc3cc(C)c(C)cc3C2)c1
5	-0.1	4	8	i	6	-12	1.1	3	5	-2	CCOC(=O)CN1C(=O)C2(OCCCO2)c2cc(Br)ccc21
6	4.7	-3	1	i	13	0	-0.2	5	-6	2	Cc1c(C(=O)N2CCN(c3ccc(C(F)(F)F)cn3)CC2)oc2ccccc12
7	3.8	-2	-7	/	15	-7	-0.1	-3	0	4	c1ccc(N2CC3CCc4ccccc4C3=N2)cc1 (stereo unspecified)
8	0.4	18	-4	i	0	-2	-0.2	38	-38	9	COc1ccc(Cn2c(-c3ccccc3C)nc3c(c(=O)c4ccccc4n3C)c2=O)cc1
9	0.3	5	-8	/	10	1	1.2	3	0	2	O=c1cc(-c2ccccc2)c2cc3c(cc2[nH]1)OCCO3
10	0.2	-5	7	i	9	-6	-0.3	1	-1	-1	CC(NC(=O)C(=O)N/N=C/c1ccccc1)c1ccccc1 (stereo unspecified)

Remaining list, next part
no.	LMPTP inh	NadD inh	NRP1-CendR mod	Neddyl block	SKN-1 inh	Scp1 inh	TbMetRS inhib	DNMT1 block	SUMO1 PPI mod	STEP block	SMILES
11	-0.4	5	-10	i	5	-2	-0.2	-4	0	8	Cc1occc1C(=O)N1CCN(C(c2ccccc2)c2ccccc2)CC1
12	0.0	6	1	i	-13	-3	-0.1	-3	-4	0	Cc1ccc(C(=O)CN2C(=O)NC3(CCCCC3C)C2=O)s1 (stereo unspecified)
13	-0.5	-6	8	i	-35	1	-0.4	0	-21	0	O=C(CCS(=O)(=O)c1cccc2nonc12)N1CCCc2ccccc21
14	0.9	8	7	i	2	-6	-0.5	-3	0	4	CCn1cc(C(=O)NCc2cccnc2)c2cc(OC)c(OC)cc2c1=O
15	-1.4	-5	13	i	-5	/	-0.2	6	4	1	CC1(C(=O)NS(=O)(=O)c2ccccc2)CCN1C(=O)Cc1cccc2ccccc12 (stereo unspecified)
16	-1.2	-6	0	i	8	-5	0.0	1	2	1	Nc1ccc(S(=O)(=O)NC(Cc2ccccc2)C(=O)O)cc1 (stereo unspecified)
17	-2.9	-4	-10	i	-1	-1	-0.5	3	0	-2	O=C(NCc1ccncc1)Nc1ccccc1F
18	0.3	-5	8	i	-12	-5	-0.8	0	-4	-1	O=C(NCCCCNC(=O)c1ccco1)c1ccco1
19	-1.8	-4	0	i	11	/	11*	1	0	-2	COc1ccc(S(=O)(=O)NC(=O)C2(C)CCN2C(=O)C2CC2)cc1 (stereo unspecified)
20	1.4	13	4	i	34	-8	-0.1	-1	2	2	CC1(C)CC(c2nc(-c3ccc(Br)cc3)cs2)CCS1 (stereo unspecified)

(listing goes on)
no.	LMPTP inh	NadD inh	NRP1-CendR mod	Neddyl block	SKN-1 inh	Scp1 inh	TbMetRS inhib	DNMT1 block	SUMO1 PPI mod	STEP block	SMILES
21	1.1	-6	0	i	17	-19	0.5	2	-2	4	COc1cc(-c2cc(=O)c3c(O)c(OC)c(OC)c(OC)c3o2)cc(OC)c1OC
22	-1.2	0	-2	i	6	-2	-1.4	4	6	2	CN(Cc1ccccc1)C(=O)CCNS(=O)(=O)c1ccc2c(c1)oc(=O)n2C
23	-0.8	3	2	i	25	-3	-0.1	0	1	-1	COCCN(C(=O)c1ccc(C#N)cc1)c1c(N)n(Cc2ccccc2)c(=O)[nH]c1=O
24	-2.2	1	1	/	14	-7	-0.1	3	-4	-2	CC(Oc1ccc2c3c(c(=O)oc2c1)CCCC3)C(=O)NCc1cccnc1 (stereo unspecified)
25	-2.3	-2	0	i	13	-9	-0.4	4	6	-1	COCC(=O)N1CCC(Oc2ccc(C(=O)N3CCN(C)C[C@@H]3C(C)C)cc2)CC1
26	-1.2	4	21	i	11	/	-0.3	1	-2	-2	O=C(c1ccc(Br)cc1)N1CCN(c2ccccn2)CC1
27	-0.2	-2	10	i	2	-8	-0.7	2	-4	1	CCN(CC)CCNC(=O)Cn1nc(Cc2ccccc2)c2ccccc2c1=O
28	-1.0	-2	1	i	-10	0	0.5	0	1	-2	Cc1csc(NC(=O)CCn2c(=O)sc3ccccc32)n1
29	-2.0	0	-6	i	14	25	-0.7	-1	3	-2	C=CCn1c(-c2cccn(Cc3ccc(Cl)cc3)c2=O)n[nH]c1=S
30	1.6	-7	8	i	-1	-9	-0.3	0	9	1	Cn1c(N)c(C(=O)COC(=O)Cc2ccc(Cl)c(Cl)c2)c(=O)n(C)c1=O

Additional entries follow:
no.	LMPTP inh	NadD inh	NRP1-CendR mod	Neddyl block	SKN-1 inh	Scp1 inh	TbMetRS inhib	DNMT1 block	SUMO1 PPI mod	STEP block	SMILES
31	6.8	-1	24	i	-22	0	-0.4	83*	9	1	Cc1c(NC2=NC3(CCCCC3)Cc3ccccc32)c(=O)n(C)n1-c1ccccc1
32	2.0	-2	9	i	-5	0	0.2	1	-4	0	CCc1ccc(-c2nc(CSCC(=O)N3CCN(c4ncccn4)CC3)c(C)o2)cc1
33	-1.2	-3	-24	i	3	2	0.1	-2	-4	1	C=CCC(NCc1ccco1)c1ccc(OC)cc1 (stereo unspecified)
34	-0.4	0	3	i	1	11	-1.0	2	0	-3	CCCCNc1nnc(CCn2nc(C)c(Br)c2C)s1
35	-0.3	-9	5	i	1	-6	0.2	1	6	-4	O=C1CCCN1CCC(=O)N1CCCC(CO)(Cc2ccccc2)C1 (stereo unspecified)
36	-2.5	5	-6	i	-1	4	-0.4	2	-1	-1	CC(C(=O)NCCCN1CCOCC1)n1cccc1C(=O)c1ccccc1 (stereo unspecified)
37	-1.4	-6	-9	i	-7	4	-1.1	1	0	-1	NNC(=S)NCCc1ccccc1
38	-1.5	-4	-11	+	-8	6	0.8	-2	-8	-3	O=S(=O)(c1cccs1)N1CN(Cc2ccccc2)c2nc3ccccc3nc21
39	-2.2	3	-3	i	-3	-3	-0.2	4	-4	2	CCN(CC)c1ncnc2c1cnn2C
40	-1.6	-2	5	i	16	-1	-1.4	5	4	-3	O=C(Nc1nccs1)c1ccc(COc2ccccc2)o1

The listing continues:
no.	LMPTP inh	NadD inh	NRP1-CendR mod	Neddyl block	SKN-1 inh	Scp1 inh	TbMetRS inhib	DNMT1 block	SUMO1 PPI mod	STEP block	SMILES
41	6.1	-1	45*	i	13	-7	1.4	-10	5	-2	CCOc1cc(C(=O)N2CCC(CC3CC(c4ccccc4)=NO3)(C(=O)NCc3ccc(OC)cc3)CC2)cc(OCC)c1OCC (stereo unspecified)
42	0.0	5	17	i	23	2	-2.3	6	-4	-4	CC(=O)c1cc(-c2ccccc2)[nH]c1N1CCOCC1
43	-0.4	1	8	i	13	-9	0.1	-5	-5	7	Oc1ccc2ccccc2c1CN1CCCC1
44	-0.6	2	12	i	-21	-7	0.0	1	2	4	Nc1nc(SCC(=O)Nc2cc(C(F)(F)F)ccc2Cl)[nH]c(=O)c1NC(=O)c1ccco1
45	-1.8	-2	28*	i	8	-2	-1.3	-2	-4	1	CCCOc1ccc(/C(O)=C2/C(=O)C(=O)N(CCCOC)C2c2cccnc2)cc1 (stereo unspecified)
46	0.4	-1	8	i	-3	-2	-0.7	1	-4	-3	COc1ccc(C(=O)Nc2cccnc2)cc1
47	2.5	2	-3	i	-2	/	-0.4	/	8	/	Cc1nc(NC(=O)C(C)(C)C)sc1-c1nc(N)sc1-n1cc(-c2ccccc2)nn1
48	0.7	11	-16	i	8	-4	-0.5	-1	1	2	NC(=O)c1c(NC(=O)C2CCCO2)sc2c1CCC2 (stereo unspecified)
49	-1.0	0	0	i	-1	-8	-0.6	-2	-6	-3	CSc1nc(C)c(Cc2c(F)cccc2Cl)c(=O)[nH]1
50	-0.3	-4	3	i	-9	-5	-1.1	-1	4	-2	COc1ccccc1Nc1nnc(SCC(=O)N2CC(=O)Nc3ccccc32)s1
51	-1.0	-2	-5	i	-2	-5	-0.6	1	-11	2	CN(O)C(=O)Nc1ccc([N+](=O)[O-])cc1

Screens deposited in PubChem by several laboratories.
